TCR-CD3 inh – inhibitors of human TCR-CD3 interaction. AID 651800. TAMRA-labeled TCR probe fluorescence, biochemical. inhibition, % at 9.4 µM. actives 0.37% (n = 360,000); in the data active = inhibition above about 19%;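 also: recombinant mutant TCR 2C K166C tagged with TAMRA read by polarization; 0% = receptor in buffer alone and 100% = receptor with positive control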
mABHD4 FP – inhibits mouse alpha/beta hydrolase domain 4; purified mABHD4, FP-Rh probe fluorescence polarization; inhibition, % at 8.92 µM; actives 0.54% (n = 370,000); AID 720543; Q8VD66;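 active = inhibition exceeding the mean over every tested compound plus 3 SD, cut at about 30% in these data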;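 also: 0% = plate median of compound wells and 100% = S159A mutant with DMSO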
Target sequence (Q8VD66 whole entry, looked up, the tested form may be a part): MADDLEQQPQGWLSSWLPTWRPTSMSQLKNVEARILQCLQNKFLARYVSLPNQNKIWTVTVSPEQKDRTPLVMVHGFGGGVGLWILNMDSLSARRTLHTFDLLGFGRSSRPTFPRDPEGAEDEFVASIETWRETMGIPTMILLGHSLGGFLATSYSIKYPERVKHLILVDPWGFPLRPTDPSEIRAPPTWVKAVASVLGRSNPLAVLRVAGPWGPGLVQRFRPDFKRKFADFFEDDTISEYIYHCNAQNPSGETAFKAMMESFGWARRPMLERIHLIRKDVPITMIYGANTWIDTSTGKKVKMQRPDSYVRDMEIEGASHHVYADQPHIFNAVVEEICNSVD
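Assay system: mouse ABHD4 enzyme, wild type / Also added: fluorescent activity-based probe FP-Rh / Doses: single nominal dose of 8.92 µM, 0.89% DMSO final / Timing: 45 min compound pre-incubation plus 60 min probe step, 25 °C / Signal: FP readout, ex 525 nm / em 598 nm / Control set: S159A mutant/DMSO as 100%, compound-well median as 0%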
LEDGF integ inh – blocks HIV-1 LEDGF/p75-dependent DNA integration; TR-FRET IN-LEDGF/p75 DNA integration, Eu/Cy5; inhibition, % at 3.7 µM; actives 0.64% (n = 370,000); AID 743269;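 active = inhibition above the screen-wide mean plus 3 SD, cut at about 13% in these data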;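 also: signal is the Cy5 over europium emission ratio at 671 and 618 nm; 0% = plate median of compound wells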
NR1D1 modulator – Rev-erb alpha (human) modulation | P20393 | Rev-erbα–FITC-DNA binding, fluorescence polarization, 90 min | activity, % at 10 µM | actives 0.79% (n = 370,000);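 active = activity above about 14%, limit read from the data; passing the limit was not always enough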;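 also: 0% = DMSO wells with 35 nM protein and 100% = DMSO wells with 750 nM protein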
PG9 binder – binds the HIV-1 gp120 antibody PG9; TR-FRET gp120-PG9 antibody binding; inhibition, % at 6.7 µM; actives 0.43% (n = 360,000); in the data active = inhibition above about 8.5%
rCAG RNA binder – molecules binding r(CAG) RNA repeats; r(CAG) RNA repeat, TO-PRO-1 dye displacement fluorescence; inhibition, % at 3 µM; actives 1.3% (n = 370,000);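 active = inhibition above the plate cutoff, the mean of all test compounds on that plate plus 3 SD, cut at about 35% in these data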;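 also: 0% = DMSO alone and 100% = 100 µM mitoxantrone as full dye displacement; higher means more dye released from RNA so lower well fluorescence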
MBD2 DNA inh – blocks human MBD2 binding to methylated DNA; Q9UBB5; TR-FRET, MBD2 binding to methylated oligonucleotide; inhibition, % at 4.4 µM; actives 0.31% (n = 370,000); AID 686964; in the data active = inhibition above about 13%
Target sequence (Q9UBB5 whole entry, looked up): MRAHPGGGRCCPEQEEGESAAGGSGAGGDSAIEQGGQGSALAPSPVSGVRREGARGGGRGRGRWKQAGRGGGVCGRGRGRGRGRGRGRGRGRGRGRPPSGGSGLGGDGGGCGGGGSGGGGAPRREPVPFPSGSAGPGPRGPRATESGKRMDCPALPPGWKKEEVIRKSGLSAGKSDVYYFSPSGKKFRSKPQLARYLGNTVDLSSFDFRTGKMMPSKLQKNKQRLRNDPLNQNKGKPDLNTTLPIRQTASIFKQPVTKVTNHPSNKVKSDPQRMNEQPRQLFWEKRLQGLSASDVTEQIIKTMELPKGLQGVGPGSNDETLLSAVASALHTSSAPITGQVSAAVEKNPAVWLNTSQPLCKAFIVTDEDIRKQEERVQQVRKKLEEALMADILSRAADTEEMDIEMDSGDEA
HTRA1 inhibitor – HTRA1 (human) protease inhibition; recombinant HTRA1, FP-rhodamine activity-based probe, fluorescence polarization; inhibition, % at 5.96 µM; actives 0.5% (n = 340,000); AID 504803; in the data active = inhibition above about 36%;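 also: 0% = enzyme with DMSO and 100% = wells lacking enzyme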
PRMT1 FP inh – inhibitors of human PRMT1. Q99873. recombinant PRMT1, activity-based probe fluorescence polarization. inhibition, % at 2.79 µM. actives 1.3% (n = 370,000). AID 652257;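 active = inhibition above about 21% made by adding two undisclosed values, limit read from the data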
UHRF1 binding – human UHRF1 methylated DNA binding inhibitors; Q96T88; UHRF1 binding to methylated oligo, TR-FRET; inhibition, % at 4.4 µM; actives 0.75% (n = 370,000); in the data active = inhibition above about 21%;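 also: UHRF1 SRA domain binding a hemimethylated CpG hairpin DNA probe; 0% = median of test compound wells and 100% = reference inhibitor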
Starred values were filed as active, the others as inactive; nt = no result given.

SMILES | TCR-CD3 inh | mABHD4 FP | LEDGF integ inh | NR1D1 modulator | PG9 binder | rCAG RNA binder | MBD2 DNA inh | HTRA1 inhibitor | PRMT1 FP inh | UHRF1 binding
O=C(COC(=O)CCc1nc2ccccc2c(=O)[nH]1)NCc1ccc(F)cc1 | -10 | -5 | 2 | -8 | 1.1 | 3 | -2 | -5 | 6 | 2
Cc1nc2ccc(S(=O)(=O)NC(C(=O)NCc3cccs3)C(C)C)cc2s1 (stereo unspecified) | -3 | 0 | 2 | -2 | -1.6 | 2 | 4 | -4 | -4 | 0
CCOC(=O)N1CCC(NS(=O)(=O)c2cc(Br)cc3c2N(C(=O)CC)CC3)CC1 | 5 | 2 | 2 | -2 | -3.0 | -1 | 2 | 2 | -1 | 1
COc1ccccc1/C=C/c1nc2ccc(OC(C)=O)cc2c(=O)o1 | 3 | 2 | 2 | 5 | -0.3 | 6 | -2 | 7 | -1 | 3
C=CCN(c1ccccc1)S(=O)(=O)c1cc(C(=O)NC2=NCCS2)ccc1Cl | -1 | -13 | 3 | 4 | 0.1 | 14 | 0 | -11 | -4 | 4
CCOc1ccc(CCNC(=O)CN2CCN(Cc3ccc(F)cc3)C2=O)cc1OCC | 2 | 0 | -1 | -6 | -1.7 | -8 | -2 | 0 | 2 | -2
CN(C)CCc1cc2c(c3c1ccc1ccccc13)OCO2 | -1 | 16 | -5 | -1 | -0.5 | 10 | 2 | 2 | 4 | -17
CCOC(=O)[C@@H]1CSCCS(=O)(=O)N1 | -5 | -3 | -5 | 2 | -0.3 | 0 | 0 | 0 | 0 | 1
CS(=O)(=O)N(CC(=O)Nc1ccc(Br)cc1)C1CCCCC1 | 5 | -4 | 5 | -4 | -1.6 | -2 | -6 | -9 | -2 | 3
Cc1ccc(-n2c(SCC(=O)OC(C)C)nnc2-c2cnccn2)cc1 | 3 | -1 | 1 | 5 | -1.1 | -9 | 0 | -4 | 1 | -1
CS(=O)(=O)Nc1ccc(-c2cccc3nccn23)cc1 | -1 | 3 | -3 | 2 | -1.0 | 2 | -3 | nt | -1 | 1
CC1CCc2sc(C(=O)N/N=C/C3CCCCC3)cc2C1 (stereo unspecified) | -5 | -1 | -7 | -7 | -0.9 | 3 | 1 | -31 | -1 | 0
Cc1ccccc1CCN(C(=O)c1csnn1)C(C(=O)NC1CCCC1)c1ccncc1 (stereo unspecified) | -11 | -2 | 1 | 2 | -0.3 | 5 | 7 | -4 | 3 | 4
Cc1ccc2oc(=O)c3cnn(CC(=O)N4CCc5ccccc5C4)c3c2c1 | -3 | -2 | 0 | 5 | -0.7 | 3 | -1 | 0 | -3 | 1
COc1cccc(N(C(=O)c2snc(C(N)=O)c2N)C(C(=O)NCC2CCCO2)c2cccs2)c1 (stereo unspecified) | 7 | 2 | 1 | -4 | -2.4 | 3 | 0 | 3 | -2 | 1
O=c1[nH]c2cccc(Cl)c2c2ccccc12 | -2 | -2 | -2 | 7 | 3.0 | 7 | 6 | -3 | 0 | 9
CCOC(=O)C1CCN(c2c(N3CCN(Cc4ccccc4)CC3)c(=O)c2=O)CC1 | -2 | -3 | 3 | 4 | -0.1 | -2 | -3 | 0 | 3 | -1
Cc1ccc(S(=O)(=O)N2CCN(Cc3cccc(C)c3O)CC2)cc1 | -4 | 5 | 2 | 4 | -0.5 | 0 | -4 | -1 | -4 | 1
Cc1cn([C@H]2C[C@H](O)[C@@H](/C=C/C(=O)NCCC(c3ccccc3)c3ccccc3)O2)c(=O)[nH]c1=O | 3 | 0 | -2 | 10 | -0.2 | 0 | 3 | nt | 6 | 2
O=c1[nH]c2ccc(N=Cc3c(O)ccc4cc(Br)ccc34)cc2[nH]1 | 1 | 3 | 2 | -25 | 0.1 | 1 | -4 | 8 | -2 | 0
CCOC(=O)C1(C)CCN1C(=O)c1cccc(C(F)(F)F)c1 (stereo unspecified) | 0 | -1 | -1 | -4 | 0.1 | -1 | 5 | nt | 2 | 2
C=CCNC(=O)NC(=O)COC(=O)c1nc2nccc(C)n2n1 | -3 | -6 | 1 | -4 | -1.8 | 0 | 3 | 5 | 3 | 2
Cc1ccc(S(=O)(=O)NC(C(=O)Oc2ccc3c(C(F)(F)F)cc(=O)oc3c2)c2ccccc2)cc1 (stereo unspecified) | 3 | 0 | 3 | -2 | 2.7 | -2 | 0 | 2 | 11 | -3
CC1=C(/C=C/C(=O)O)C(C)(C)CCC1 | -6 | -8 | 4 | 0 | 3.6 | 1 | 4 | 5 | 0 | 8
CCOC(=O)c1sc(NC(=O)CSc2nc(C)cc(C)n2)c(C#N)c1C | 6 | 10 | -2 | 0 | 1.5 | 9 | -3 | -1 | -2 | -1

Next section:
SMILES | TCR-CD3 inh | mABHD4 FP | LEDGF integ inh | NR1D1 modulator | PG9 binder | rCAG RNA binder | MBD2 DNA inh | HTRA1 inhibitor | PRMT1 FP inh | UHRF1 binding
CC(=O)NC(Cc1cccc(F)c1)C(=O)NC1CCN(C(=O)c2cccc(C)c2)CC1 (stereo unspecified) | -1 | -2 | -7 | 7 | 0.1 | -5 | 2 | -3 | 3 | 1
CCn1c(SCC(=O)Nc2ccc3c(c2)OCCO3)nc2c(c1=O)SC(C)C2 (stereo unspecified) | 4 | 0 | 0 | 4 | -0.3 | -4 | -3 | 3 | 0 | 1
CCCNC(=O)C1(C)CCN(Cc2ccc(Cl)c(Cl)c2)C1 (stereo unspecified) | -4 | -2 | 1 | -4 | -1.4 | 0 | -5 | nt | -6 | 0
CCNC(=O)C(=O)Nc1ccc(OC)c(Cl)c1 | -4 | 0 | 2 | -5 | -2.0 | -1 | 0 | -1 | -1 | -1
S=c1[nH]nc(-c2cc(-c3ccccc3)n[nH]2)n1/N=C/c1c(Cl)cccc1Cl | -2 | 8 | -2 | -10 | 3.1 | 43* | 2 | -10 | 6 | -3
COc1ccc(Nc2oc(COc3ccc(OC)cc3)nc2C#N)cc1 | -2 | -6 | -2 | 7 | -1.4 | 5 | -2 | -8 | -1 | 4
COC(OC)c1ccc(C#N)c(SCc2ccccc2)n1 | 8 | -4 | 2 | -3 | -3.1 | -6 | -2 | nt | 1 | 0
CCOc1ccc(CN2CCN(S(=O)(=O)c3ccc(NC(C)=O)cc3)CC2)cc1OC | 2 | 10 | 1 | 1 | -1.6 | -1 | -2 | -2 | 2 | -2
COc1cccc(-c2cc3nc4c(c(N5CCC6(CC5)OCCO6)n3n2)CCC4)c1 | 2 | -6 | 5 | -2 | -4.3 | 0 | 4 | -20 | -4 | 2
Cn1nccc1NC(=O)NC(=O)c1c(Cl)cccc1Cl | 0 | -2 | 4 | 6 | -3.1 | 1 | -3 | 6 | -5 | 5
CCOC(=O)Cn1c(=NC(=O)c2cccs2)sc2cc(C(=O)OC)ccc21 | -6 | 8 | -1 | 85* | 1.4 | 0 | 6 | -1 | -2 | 4
NC(=O)COC(=O)C12CC3CC(CC(O)(C3)C1)C2 | 2 | 0 | 1 | 0 | -2.5 | -2 | -1 | 2 | -1 | -1
O=C(CC1NCCc2ccccc21)Nc1cccc(Cl)c1 (stereo unspecified) | 3 | 4 | -1 | -4 | -2.6 | 3 | 5 | -5 | 2 | 1
O=C1CC(N2CCN(C(c3ccccc3)c3ccccc3)CC2)C(=O)N1 (stereo unspecified) | 0 | -4 | 3 | -4 | 1.9 | 0 | -3 | 2 | 12 | 2
CCOC(=O)CNC(=O)/C=C/c1c(Cl)cccc1Cl | 5 | 1 | 1 | 4 | -0.4 | -2 | -6 | 4 | 1 | -3
COC(=O)c1ccc(N2CCN(S(=O)(=O)c3ccc4ccccc4c3)CC2)c([N+](=O)[O-])c1 | -4 | 0 | 1 | -3 | 0.7 | 8 | -6 | -21 | 0 | -3
CCc1cc2c(=O)c(-c3ccon3)c(N)oc2cc1OC | 1 | -7 | -4 | 2 | -0.7 | 5 | 0 | -15 | 1 | 0
Cc1cc(NC(=O)C2CCCC2)n(-c2nc3ccccc3[nH]2)n1 | -10 | -9 | 8 | 11 | -3.5 | 11 | 1 | -3 | 1 | 13
Cc1ccc(C)c(-c2cc(C(=O)NN3CCOCC3)c3ccccc3n2)c1 | -4 | 0 | 1 | -6 | -1.1 | -2 | 0 | -2 | -5 | 2
O=C1/C(=C\c2ccsc2)N2CCC1CC2 | -5 | 2 | -4 | -7 | 1.9 | -3 | -3 | 2 | 3 | 1
CC(C)(C)[C@H]1C=C(C(=O)NCc2nc3ccccc3[nH]2)O[C@@H](OCc2ccc(CO)cc2)C1 | 6 | -10 | 1 | 3 | -1.3 | -4 | -4 | -25 | -1 | -4
COc1ccc(C(C(=O)Nc2c(C)cccc2C)n2c(=O)c(-c3ccco3)nc3ccccc32)cc1 (stereo unspecified) | -2 | -15 | 8 | -1 | -2.4 | 38* | -10 | nt | 13 | -6
COc1ccc2c(C(=O)c3ccc(Cl)cc3)n(CCCC(N)=O)[n+]([O-])c2c1 | 2 | -1 | 0 | 1 | -0.1 | -5 | -8 | 2 | -2 | -1
Cc1ccc(NC(=O)CN2C(=O)NC(Cc3c[nH]c4ccccc34)C2=O)cc1S(=O)(=O)N1CCCCC1 (stereo unspecified) | 1 | -18 | 7 | 1 | -1.2 | 8 | -2 | -22 | 0 | -3
O=Cc1cn(-c2ccccc2)nc1-c1cc2c(ccc3ccccc32)oc1=O | -1 | -2 | -1 | 5 | 1.0 | 6 | 0 | -14 | 4 | -1

Additional records follow.
SMILES | TCR-CD3 inh | mABHD4 FP | LEDGF integ inh | NR1D1 modulator | PG9 binder | rCAG RNA binder | MBD2 DNA inh | HTRA1 inhibitor | PRMT1 FP inh | UHRF1 binding
CC(C)(C)C(=O)Nc1ccc(N2CCN(c3ccc(C(F)(F)F)cn3)CC2)nc1 | -3 | -2 | -2 | 3 | 0.0 | -5 | 3 | 2 | 0 | 1
Cc1ccc2nc(-c3ccc(Cl)cc3)c(Cc3cccc(Cl)c3)n2c1 | 2 | -10 | 1 | -2 | -0.6 | 5 | 5 | nt | 0 | 3
O=C1CC(c2ccccc2)=NO1 | -2 | 9 | 7 | -4 | -0.2 | 2 | -3 | -2 | -4 | -2
CSCCC(NC(=O)C1CCC(C)CC1)C(=O)N1CCN(c2ccccn2)CC1 (stereo unspecified) | 3 | 4 | -3 | -1 | -1.3 | -10 | 1 | 8 | -2 | 2
COc1ccc(C(=O)Nc2ccnn2C2CCN(CC3CC=CCC3)CC2)cc1 (stereo unspecified) | -3 | 2 | -5 | 0 | -1.2 | -9 | 3 | 4 | -1 | 2
O=C(Oc1cccc(Br)c1)c1cccnc1 | 4 | 4 | 0 | -12 | -0.2 | -1 | -2 | -15 | -1 | 8
Cn1cc(CN2CCC(C(=O)NC(c3ccc(-c4ccccc4)cc3)c3cnccn3)CC2)c2ccccc21 (stereo unspecified) | -10 | 4 | -4 | -5 | -0.2 | 3 | 2 | nt | -4 | 2
Cc1ccc(OCC(O)Cn2c(N)nc3c2c(=O)n(C)c(=O)n3C)cc1 (stereo unspecified) | 8 | 2 | -5 | -2 | -0.5 | -1 | 3 | 2 | 0 | 1
O=C(OCC#CCSc1nnc(-c2cccc3ccccc23)o1)c1cnc[nH]1 | -4 | -8 | 0 | -1 | 1.5 | 0 | -8 | -3 | 6 | -5
CC1CN(c2oc(-c3ccco3)nc2C#N)CC(C)O1 (stereo unspecified) | 4 | 1 | -1 | -3 | 0.1 | -1 | 0 | 9 | -1 | -2

Only PG9 binder, rCAG RNA binder and LEDGF integ inh (two entries from above):
SMILES	PG9 binder	rCAG RNA binder	LEDGF integ inh
CC1CCc2sc(C(=O)N/N=C/C3CCCCC3)cc2C1 (stereo unspecified)	-0.9	3	-7
Cc1ccccc1CCN(C(=O)c1csnn1)C(C(=O)NC1CCCC1)c1ccncc1 (stereo unspecified)	-0.3	5	1

These rows are one share of the data; rates above refer to the full screens.
